# MT stabilize HCS – microtubule stabilizers in HeLa cells, primary screen, imaging, high-content imaging; HeLa tubulin immunostaining HCS, 24 h; share of cells brighter than vehicle mean+2SD; % tubulin-high responders, % at 10 µM; actives 0.83% (n = 200,000); AID 2205, 2009;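 active = plate Z-score above 3 for both tubulin-high and condensed-nucleus cell shares, with cell loss under 80%, at 10 µM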;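 also: anti alpha tubulin signal scored within the nucleus-defined area of each cell; some results filed as inactive read as strong as hits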
# Autophagy HCS – autophagy modulators in MEF cells, primary screen, imaging, high-content, MEF GFP-LC3; MEF GFP-LC3 puncta imaging; test concentration mostly 10 µM; calls only at 10 µM (by protocol); actives 0.98% (n = 190,000);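 active = percentage of spot-positive cells more than 3 SD above its plate mean, without a fluorescence outlier flag or 80% toxicity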;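 also: spot-positive cell cutoff set from DMSO-treated cells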
# b-catenin transl – modulators of beta-catenin nuclear translocation, primary screen, imaging, HeLa cells, immunofluorescence, high-content. nuclear translocation activity, % at 5 µM. AID 1665, 2009. actives 0.3% (n = 190,000);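 active = nuclear translocation activity above 50% at 5 µM, with a well cell count of 50 or more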;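 also: per-cell ratio of nuclear to cytoplasmic median beta-catenin stain intensity; plate controls were DMSO negative control for no effect and GSK-3 inhibitor IX positive control for full effect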
#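 Signal – beta-catenin immunofluorescence imaging with DAPI · Test system – human HeLa cell line · Dosing – 5 µM primary single dose, 0.1% DMSO, 0.02–20 µM confirmation series · Measure – % activation, nuclear-to-cytoplasmic median beta-catenin signal ratio per cell · Incubation – 24 h compound exposure at 37°C, 5% CO2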
# T cell modulator – modulators of CD8 T cell-vesicle binding, primary screen, mouse 2C CD8+ T cells, flow cytometry. 2C CD8+ T cell-vesicle binding; stronger effect = lower value. calls only at 7 µM. actives 0.068% (n = 330,000). AID 2052, 2009;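 active = response, share of CD8 T cells binding vesicles, and their 90th percentile fluorescence all below set limits, cut at about 80% in these data, passing the limit was not always enough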
#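 Assay system – 2C mouse CD8+ T cells · Also added – QL9-loaded Drosophila micro-vesicles · Timing – Cell–vesicle co-incubation 1.5 h at 37 °C, staining 20 min on ice · Signal – flow cytometry of vesicle-bound cells · Measure – percent CD8+ FL2 mean versus row control · Controls – Peptide-free naked vesicles (low) and QL9 vesicles with 0.7% DMSO vehicle (high)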
# PMI inhibition – human PMI inhibitors, high substrate, primary screen, biochemical, fluorescence intensity, high mannose 6-phosphate (AID 1220); Mannose-6-phosphate isomerase (Homo sapiens); recombinant PMI enzyme, coupled fluorescence intensity; higher % means a stronger effect; inhibition, % at 20 µM; hits with a dose series show IC50 in µM; actives 0.66% (n = 190,000)
# human PMI inhibition – inhibitors of human PMI, primary screen, biochemical, fluorescence intensity, coupled assay (AID 1209); purified PMI enzyme, coupled fluorescence intensity; higher % means a stronger effect; inhibition, % at 20 µM; hits with a dose series show IC50 in µM; actives 0.42% (n = 190,000);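 also: plate controls were DMSO vehicle for no effect and wells lacking substrate for full effect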
# Insulin prom up – insulin promoter activators in MIN6 cells, imaging, high-content screening, mouse beta cells; MIN6 insulin promoter-GFP reporter; stronger effect = higher value; z-score at 5 µM; actives 0.3% (n = 190,000); AID 1625, 2009;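 active = z-score above 3 at 5 µM with at least 500 cells counted in the well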
# TNAP activators – human TNAP enzyme activators, primary screen, biochemical, luminescent, no phosphate acceptor, uHTS (AID 1001). purified TNAP, luminescent activation assay, no phosphate acceptor; higher activation fold means a stronger effect. activation fold at 20 µM, or EC50 in µM where a hit was titrated. actives 0.03% (n = 200,000); in the data active = activation fold from about 3, or a potency from the dose series; inactive = the rest, 99 in 100 with activation fold below about 1.6; also: many of its hits are not listed in these tables
# Hep lipid drop – inhibitors of hepatocyte lipid droplet formation, primary screen, imaging, high-throughput imaging, BODIPY stain | AML12 mouse hepatocytes, oleate lipid droplets | inhibition, % at 6.5 µM | actives 0.4% (n = 240,000) | AID 1656, 2009;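 active = lipid droplet intensity inhibited by at least 50%, with more than 500 cells counted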
#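 Assay system: AML12 hepatocytes (mouse); Probe or stimulus: oleic acid at 100 µM to induce lipid droplet formation; Dosing: compound at 6.5 µM only; Schedule: compound with oleate, overnight; Detection: fluorescence imaging, 20x objective, two fields per well; Measure: % inhibition of lipid droplet signal.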
# Insulin prom up cell count – second read-out of Insulin prom up, no call of its own (marks repeat the call); cell count; measured here: cytotoxicity, nuclei count;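 total cells summed across four imaged fields per well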
# Hep lipid drop cells 6.5 µM – also measured in Hep lipid drop; calls as there; cell count; measured here: cell count, cytotoxicity flag;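 cells counted across two imaged fields per well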
# b-catenin transl cell count 5 µM – also measured in b-catenin transl; calls as there; cell count; measured here: cell count, cytotoxicity flag
# T cell modulator vesicle-bound % – second read-out of T cell modulator, no call of its own (marks repeat the call); double positive events, %; measured here: CD8+ vesicle-bound cell fraction;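 binding gate set so that unloaded-vesicle control wells show 10% double positive cells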
# MT stabilize HCS Hoechst-high % – further read-out of MT stabilize HCS, marked with its call; % Hoechst-high responders; measured here: nuclear condensation Hoechst responders;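 share of cells brighter than vehicle mean plus two SD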
# MT stabilize HCS cytotoxicity % – recorded beside MT stabilize HCS, whose call it bears; toxicity, %; measured here: cytotoxicity by cell density;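 0% = mean cell density of plate MIN control wells and 100% = no cells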
# Autophagy HCS cell loss 18 h – second read-out of Autophagy HCS, no call of its own (marks repeat the call); toxicity, %; measured here: cell loss, nuclei count;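 cell loss after 18 h compound exposure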
# * = called active by the depositor; i = inactive; . = not tested or not shown. Rule as the data show it, unless noted: active = inhibition above about 50%; inactive = the rest.
SMILES,MT stabilize HCS,MT stabilize HCS Hoechst-high %,MT stabilize HCS cytotoxicity %,Autophagy HCS,Autophagy HCS cell loss 18 h,b-catenin transl,b-catenin transl cell count 5 µM,T cell modulator,T cell modulator vesicle-bound %,PMI inhibition,human PMI inhibition,Insulin prom up,Insulin prom up cell count,TNAP activators,Hep lipid drop,Hep lipid drop cells 6.5 µM
COC(=O)c1ccc(CSc2nc3c(c(=O)n2-c2ccc(C)cc2)SCC3)o1,2.7,2.1,6.9,i,-4,-4.5,1136,i,48,23%,26%,0.46,1909,1,-1,654
COc1cc(Cl)c(C)cc1NC(=O)c1cc(S(=O)(=O)N(C)C)ccc1N1CCCC1,6.2,4.2,0.9,i,20,-1.8,579,i,20,13%,14%,-0.27,1437,1,2,698
COc1ccc(N=Nc2c(C)[nH][nH]c2=O)cc1,3.3,2.8,11,i,3,0.9,1039,i,52,-2%,-21%,1.2,1161,1.4,-17,691
COc1cc(/C=C/C(=O)OCC(=O)N2CCN(C(=O)c3ccco3)CC2)ccc1O,3.8,2.4,7.3,i,2,-2.3,579,i,4,4%,-4%,-0.41,1207,1.1,7,614
CNC(=O)c1cc2c(=O)n3cccc(C)c3nc2n(C(C)C)c1=N,10,24,98,i,5,.,.,i,13,6%,10%,0.19,1321,1.1,-13,740
CN(C)C(=O)c1nnsc1Sc1ccc(Cl)cc1,2.8,2.8,8.2,i,7,3.8,1043,i,49,-9%,-4%,0.29,1075,1.2,4,749
O=C(Nc1ccccc1N1CCN(C(=O)c2ccccc2)CC1)c1cccc(Cl)c1,.,.,.,.,.,-0.3,1280,i,49,.,.,-0.5,1081,.,-33,717
COc1ccccc1N1CCN(C(=O)C2CCC(Cn3c(=S)[nH]c4ccccc4c3=O)CC2)CC1 (stereo not given),6.5,3.8,1.9,i,19,-2.4,1464,i,18,4%,6%,-1.4,724,1,.,.
COC(=O)[C@@]1(Cc2ccc(F)cc2)[C@H]2c3cc(C(=O)N4CCCC4)n(CCc4c[nH]c5ccc(OC)cc45)c3C[C@H]2CN1C(=O)c1ccccc1,4.3,3.6,0.0,i,-18,-2.2,555,i,25,13%,13%,0.31,1088,1.1,-2,719
CC(C)c1nnc(N2C(=O)C(O)=C(C(=O)c3cccs3)C2c2ccccc2)s1 (stereo not given),1.9,2.1,3.2,i,-32,-1.2,947,.,.,-58%,-25%,1.3,1594,1.1,15,691
Fc1cccc(Cl)c1Cn1nnc2c(NCc3ccccn3)ncnc21,2.1,1.3,1.7,i,2,-1.0,1100,i,12,-5%,-18%,-0.58,1053,1.1,10,770
CC1(C)CC2(C)OC(=N)C1(C#N)C2(C#N)C#N (stereo not given),.,.,.,.,.,2.1,1334,i,35,.,.,0.04,1066,.,-2,749
C(=C\c1ccccc1)/CSc1nnc(-c2cnccn2)n1Cc1ccco1,4.7,5.4,68,i,10,56*,88*,i,50,-7%,-11%,.,.,1.1,-44,724
CC1CN(Cc2cn(C)nc2-c2ccc(Oc3ccccc3)cc2)CCN1C (stereo not given),6.8,0.9,6.9,i,12,-0.2,1531,i,42,9%,12%,-0.97,1375,1.1,4,686
Cc1cccn2c(=O)c(C=O)c(N3CCCCCC3)nc12,1.7,2.1,6.4,i,-12,2.8,1009,i,13,-10%,2%,0.48,886,1.1,18,807
O=C(Nc1ccccc1)c1sccc1Oc1ccc([N+](=O)[O-])cc1F,5.3,1.9,6.7,i,3,-2.5,1017,i,48,-14%,-6%,0.12,1190,1.2,-8,697
COc1ccc(C(=O)CNC2=NCCC2)cc1,4.7,2.2,7.7,i,10,-2.3,1065,i,53,-20%,-22%,0.5,1128,1,11,681
CNC(=S)N(Cc1ccc2c(c1)OCO2)C1CC(=O)N(c2ccccc2)C1=O (stereo not given),5.3,2.0,3.9,i,5,-0.5,538,i,57,4%,8%,0.22,1339,1.1,30,615
O=C(NCCOC(=O)C1COc2ccccc2O1)c1cccnc1 (stereo not given),2.2,2.5,9.2,i,14,-2.5,1004,i,46,-8%,-7%,0.34,1486,1.2,.,.
Cc1cc(C)n(CC(C)Nc2nc3nonc3nc2N2CCCCC2)n1 (stereo not given),2.8,1.2,7.9,i,28,-1.9,1022,i,27,0%,7%,0.03,1447,1.1,-6,658
CN(C)C(CNC(=S)Nc1ccccc1Cl)c1cccnc1 (stereo not given),2.5,2.2,8.5,i,10,-0.5,1145,i,56,-3%,-3%,-0.49,1306,1.1,-16,689
O=C(CNC1C(=O)Nc2ccccc21)Sc1ccccc1 (stereo not given),1.7,3.1,9.3,i,6,-7.5,1149,i,51,-12%,-7%,0.09,986,1,-4,705
COc1ccccc1OCCCCCc1c(C)n[nH]c1C,1.5,1.5,1.8,i,21,-0.3,1450,.,.,-83%,-23%,1,1372,1.1,.,.
O=C(CCSc1ccccc1)Nc1nnc(-c2ccccc2)o1,3.5,4.3,4.8,i,8,.,.,i,41,-2%,-2%,-1.2,1034,1.1,.,.
Cc1cc(-c2ccc(Cl)cc2)n2nc(N)nc2n1,3.4,2.5,26,i,0,-2.5,1180,i,46,3%,9%,0,1267,1.1,0,775

# Continued (three carried over from the part before).
SMILES,MT stabilize HCS,MT stabilize HCS Hoechst-high %,MT stabilize HCS cytotoxicity %,Autophagy HCS,Autophagy HCS cell loss 18 h,b-catenin transl,b-catenin transl cell count 5 µM,T cell modulator,T cell modulator vesicle-bound %,PMI inhibition,human PMI inhibition,Insulin prom up,Insulin prom up cell count,TNAP activators,Hep lipid drop,Hep lipid drop cells 6.5 µM
COc1ccccc1OCCCCCc1c(C)n[nH]c1C,1.5,1.5,1.8,i,21,-0.3,1450,.,.,-83%,-23%,1,1372,1.1,.,.
O=C(CCSc1ccccc1)Nc1nnc(-c2ccccc2)o1,3.5,4.3,4.8,i,8,.,.,i,41,-2%,-2%,-1.2,1034,1.1,.,.
Cc1cc(-c2ccc(Cl)cc2)n2nc(N)nc2n1,3.4,2.5,26,i,0,-2.5,1180,i,46,3%,9%,0,1267,1.1,0,775
O=C(CSc1ncnc2nc[nH]c12)c1ccccc1,3.2,2.0,1.8,i,9,2.4,1105,i,28,-14%,-3%,0.26,1772,0.9,12,656
COc1ccc(C(=O)N2CC=C(c3ccccc3)CC2)cc1S(=O)(=O)N1CCOCC1,3.3,1.3,10,i,3,-0.7,1150,i,29,6%,0%,0.24,907,1,.,.
CCCN1CCN(S(=O)(=O)c2ccc(OC)c(Br)c2)CC1,3.0,2.4,7.7,i,1,.,.,i,5,-7%,1%,0.71,792,1.1,-2,751
CCCC1C(=O)N(c2ccccc2)C1c1ccccc1 (stereo not given),2.0,2.5,8.1,i,13,-0.2,1259,i,29,10%,6%,0.23,1640,1.1,.,.
O=C(NCCCN1CCOCC1)c1cccc(S(=O)(=O)N2CCc3ccccc3C2)c1,63*,19*,68*,i,12,-2.0,957,i,30,8%,3%,0.82,1092,1,-28,692
N/C(=N\OC(=O)c1cnn(-c2ccccc2)c1C(F)(F)F)c1ccc(C(F)(F)F)cc1,.,.,.,.,.,-1.1,1156,i,27,.,.,0.11,1469,.,-17,700
O=C(c1ccc(N2CCN(S(=O)(=O)c3ccccc3)CC2)c([N+](=O)[O-])c1)N1CCOCC1,2.9,3.2,6.8,i,-5,-1.0,924,i,44,-5%,4%,-0.04,1256,1.1,-9,607
COC(=O)c1cc(-c2ccc(Cl)cc2Cl)n[nH]1,1.9,3.1,3.7,i,2,-7.0,1103,i,49,6%,6%,-0.27,1367,0.2,15,696
Cc1nc(C)c(Cc2ccccc2Cl)c(=O)[nH]1,5.0,3.4,6.9,i,-8,.,.,i,45,3%,7%,-0.11,1201,1.1,-3,709
COc1ccccc1NC(=O)N1CCN(c2ncccn2)CC1,18,30,95,i,-7,.,.,i,42,9%,9%,.,.,1.1,-15,465
O=[N+]([O-])c1cccc(-c2nc(-c3ccccc3)c(-c3cccs3)[nH]2)c1,1.4,1.0,9.8,i,-1,-2.6,1380,i,33,-7%,-5%,-0.11,1648,1.1,.,.
COc1cc2c(cc1NC(=O)c1ccncc1)oc1ccccc12,3.5,2.1,6.9,i,7,.,.,i,59,2%,16%,-0.09,1028,1.2,.,.
CCOC(=O)C1=C(c2ccccc2)Nc2ncnn2C1c1ccccn1 (stereo not given),2.7,1.5,5.7,i,4,-7.9,1227,i,18,-6%,9%,1.6,1206,1.1,3,774
O=C(c1cc(=O)c2ccccc2o1)N1CCN(c2ccccc2F)CC1,2.1,1.2,2.8,i,-10,-1.4,1132,i,47,1%,-9%,0.05,1141,0.9,8,730
O=C(NCCc1ccc(Cl)cc1)Nc1cccc(Cl)c1,1.1,1.1,2.8,i,-1,.,.,i,7,4%,13%,.,.,1.1,.,.
Cc1cc(Cl)ccc1OCC(=O)NC1CCCC1,1.4,1.0,8.0,i,5,.,.,i,65,6%,5%,1.1,929,1.1,4,792
O=C(c1ccc(C#CC2(O)CCCCC2)cc1)N1CCOCC1,1.4,1.6,0.1,i,1,3.9,1119,i,37,5%,12%,1.1,1138,1.1,-2,790
O=C(CSCc1ccc(Cl)cc1)Nc1nccs1,2.9,2.9,5.0,i,-4,-0.4,1362,i,31,-2%,0%,0.16,1639,1.1,.,.
Cc1cc(C)cc(C(=O)NN2CCN(C)CC2)c1,3.3,0.9,1.9,i,-8,0.9,1454,i,23,-6%,-9%,.,.,1.1,11,702

# Compound activity (PubChem)

# Outcome played no part in choosing rows; overall some 2.9% were active at least once.
